Assay outcomes: PubChem BioAssay, several laboratories
IDE inh: inhibitors of human insulin-degrading enzyme in cells; P14735; HEK cells, FAbetaB cleavage, fluorescence polarization; inhibition, % at 5.59 µM; hit rate 0.41% among 320,000;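 active = percent inhibition above the average of all tested compounds plus 3 SD, set per screening campaign, cut at about 16% in these data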;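 note: IDE supplied by intact live HEK cells; FP after avidin binding of uncleaved biotin substrate so inhibition keeps polarization high; 0% = DMSO wells and 100% = 60 µM reference IDE inhibitor Ii1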
Target sequence (P14735 whole entry, looked up): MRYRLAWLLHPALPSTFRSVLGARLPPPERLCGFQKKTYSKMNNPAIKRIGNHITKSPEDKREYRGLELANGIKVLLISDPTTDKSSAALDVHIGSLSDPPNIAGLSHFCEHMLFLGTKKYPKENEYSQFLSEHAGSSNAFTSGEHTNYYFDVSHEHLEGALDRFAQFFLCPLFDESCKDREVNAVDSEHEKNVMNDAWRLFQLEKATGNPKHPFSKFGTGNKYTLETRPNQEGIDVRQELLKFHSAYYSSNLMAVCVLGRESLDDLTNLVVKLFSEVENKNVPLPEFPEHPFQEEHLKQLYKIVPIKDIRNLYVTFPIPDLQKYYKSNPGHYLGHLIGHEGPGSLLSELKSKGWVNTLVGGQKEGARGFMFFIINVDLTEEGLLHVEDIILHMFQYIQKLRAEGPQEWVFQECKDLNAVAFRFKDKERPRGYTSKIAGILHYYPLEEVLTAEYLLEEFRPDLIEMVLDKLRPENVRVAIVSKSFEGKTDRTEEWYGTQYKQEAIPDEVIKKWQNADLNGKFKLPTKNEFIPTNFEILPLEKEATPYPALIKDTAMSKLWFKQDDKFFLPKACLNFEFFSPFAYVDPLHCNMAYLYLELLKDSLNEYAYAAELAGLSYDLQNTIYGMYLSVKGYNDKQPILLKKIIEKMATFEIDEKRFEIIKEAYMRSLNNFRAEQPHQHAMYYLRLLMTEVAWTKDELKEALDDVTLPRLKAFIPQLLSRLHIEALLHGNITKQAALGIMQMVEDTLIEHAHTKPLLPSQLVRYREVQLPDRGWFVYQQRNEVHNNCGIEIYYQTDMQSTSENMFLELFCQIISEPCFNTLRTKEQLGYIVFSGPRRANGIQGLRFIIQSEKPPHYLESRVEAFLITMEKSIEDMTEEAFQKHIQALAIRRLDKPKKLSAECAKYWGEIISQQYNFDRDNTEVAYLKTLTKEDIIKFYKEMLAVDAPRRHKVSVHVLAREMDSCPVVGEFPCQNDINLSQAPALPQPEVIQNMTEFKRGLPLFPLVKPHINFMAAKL
CRFBP-R2 block: CRF-BP/CRF-R2 complex antagonism; HEK293 CRF-R2/CRF-BP, CRF-induced calcium fluorescence; inhibition, % at 11.8 µM; hit rate 0.59% among 350,000;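 active = inhibition of the ligand-induced calcium signal above about 50% at the single tested concentration, limit read from the data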
CHRM5 PAM: CHRM5 positive allosteric modulation | P08912 | hit rate 0.3% among 360,000 | activation, % at 3 µM | CHO-K1 hM5, Fluo-8 calcium, ACh EC20 PAM; 0% = ACh EC20, 100% = ACh EC100 | AID 624038;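 active = activation above the run cutoff, the mean activation of all test compounds plus 3 SD, cut at about 18% in these data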
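Replicates: One well per compound, no replicates | System: Human M5 receptor in CHO-K1 cells | Benchmarks: Low control EC20 acetylcholine (0%), high control EC100 acetylcholine (100%) | Probe or stimulus: Acetylcholine, EC20 level | Times: Fluo-8 loading 80 min at 37 °C plus 30 min room temperature | Signal: Intracellular calcium via Fluo-8 fluorescence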
M4 ag: CHRM4 agonism in calcium assay; P08173; CHO-K1 hM4/Gqi5, Fluo-8 calcium fluorescence; vehicle 0%, full acetylcholine response 100%; activation, % at 3 µM; hit rate 0.14% among 360,000; AID 624127;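 active = activation above the run mean over all test wells plus 3 SD, cut at about 32% in these data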;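 note: peak over basal fluorescence ratio per well then scaled between controls; 0% = DMSO wells and 100% = acetylcholine at EC100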
CHRM5 agonist: CHRM5 agonism in calcium assay; P08912; CHO-K1 hM5 cells, Fluo-8 calcium fluorescence; 0% DMSO wells, 100% maximal acetylcholine response; activation, % at 3 µM; hit rate 0.19% among 360,000;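 active = activation above the run's mean over test compounds plus 3 SD, cut at about 23% in these data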;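 note: signal is peak over basal fluorescence ratio across the kinetic read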
CHRM5 antagonist: blocks acetylcholine activation of human M5 receptor | AID 624040 | inhibition, % at 3 µM | P08912 | hit rate 0.59% among 360,000 | CHO-hM5 cells, Fluo-8 calcium fluorescence, ACh EC80;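 active = inhibition above a per-plate cutoff, the mean of that plate's test compounds plus 3 SD, cut at about 27% in these data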;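 note: 0% = acetylcholine EC80 with DMSO and 100% = DMSO without agonist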
CRFBP-R2 agonist: CRF-BP/CRF-R2 complex agonism; HEK293 CRF-R2/CRF-BP, calcium dye fluorescence (FLIPR); percent of saturating CRF peptide response; activation, % at 13.2 µM; hit rate 0.46% among 350,000; AID 588473;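 active = activation of at least 50%, plus an integration ratio under a set limit after plate pattern correction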;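 note: plate controls were neutral control wells without compound for no effect and CRF at EC100 for full effect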
M4 antag: blocks acetylcholine activation of human M4 receptor. P08173. CHO-hM4 cells, ACh EC80, Fluo-8 calcium fluorescence. inhibition, % at 3 µM. hit rate 0.73% among 360,000;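 active = inhibition above its plate's cutoff, the mean inhibition of sample wells plus 3 SD, cut at about 27% in these data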;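 note: 0% = acetylcholine EC80 with DMSO and 100% = DMSO without agonist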
CHRM4 PAM: CHRM4 positive allosteric modulation; CHO-K1 hM4/Gqi5, Fluo-8 calcium fluorescence, ACh EC20; 0% = ACh EC20, 100% = maximal ACh; hit rate 0.4% among 360,000; activation, % at 3 µM; P08173;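 active = activation above its plate's cutoff, the mean activation of sample wells plus 3 SD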; note: some results filed as inactive read as strong as hits
* = called active by the depositor; . = no result given.

SMILES	IDE inh	CRFBP-R2 block	CHRM5 PAM	M4 ag	CHRM5 agonist	CHRM5 antagonist	CRFBP-R2 agonist	M4 antag	CHRM4 PAM
COc1ccc2[nH]c3c(c2c1)CCN1C(=O)C(CC(=O)NCCCn2ccnc2)C[C@H](C(=O)N2CCOCC2)[C@@]31CCC1CCCC1 (stereo partly specified)	.	5	1	0	-3	-9	-1.7	-17	5
COc1ccc(C2NC(=O)NC(C)=C2C(=O)OCc2ccccc2)cc1 (stereo unspecified)	4	-10	-2	0	-5	2	1.1	7	-7
O=C(Nc1cc(Cl)cc(Cl)c1)N1CCCN(Cc2ccccc2)CC1	3	-11	1	4	-7	-5	-0.6	0	-7
O=C1/C(=N\S(=O)(=O)c2cccs2)C([n+]2cccc(Cc3ccccc3)c2)=C([O-])c2ccccc21	-11	-62	11	0	4	-10	62*	1	-6
CCOC(=O)CNC(=O)C1(NC(=O)CNC(=O)OCc2ccccc2)CCCC1	.	4	1	1	1	12	-2.0	-9	3
COc1ccc(N2C(=O)NC(NS(=O)(=O)c3ccc(Cl)cc3)(C(F)(F)F)C2=O)cc1 (stereo unspecified)	-10	2	2	1	-3	4	-1.4	11	-3
O=C1c2ccccc2C(Nc2ccc(F)c(Cl)c2)N1Cc1ccco1 (stereo unspecified)	3	-21	-5	3	1	12	5.0	3	-1
Cc1ccc(NC(=O)c2oc3ccccc3c2C)c([N+](=O)[O-])c1	-1	-13	-4	0	-4	4	-1.1	3	0
Cc1cccc(NC(=O)CSc2nnc(CNC(=O)c3ccco3)n2C)c1C	-6	8	5	0	0	-1	1.1	7	0
Cc1ccc(S(=O)(=O)NNC(=S)NCC2CCCO2)cc1 (stereo unspecified)	2	2	-3	0	-1	13	-0.9	-1	0
Cc1ccc(/C(N)=N/OC(=O)N2c3ccccc3Sc3ccccc32)cc1	9	4	-2	-1	-7	0	1.2	-4	-2
Clc1ccc(-c2csc(N3CCC(c4ccccc4)C3)n2)cc1 (stereo unspecified)	2	-19	6	1	-1	-10	1.1	-13	11

Reprinted at random: 2 records from the list
SMILES	IDE inh	CRFBP-R2 block	CHRM5 PAM	M4 ag	CHRM5 agonist	CHRM5 antagonist	CRFBP-R2 agonist	M4 antag	CHRM4 PAM
O=C(Nc1cc(Cl)cc(Cl)c1)N1CCCN(Cc2ccccc2)CC1	3	-11	1	4	-7	-5	-0.6	0	-7
COc1ccc(C2NC(=O)NC(C)=C2C(=O)OCc2ccccc2)cc1 (stereo unspecified)	4	-10	-2	0	-5	2	1.1	7	-7

Grouped by structure, the compounds so far containing a halogen (4)
SMILES	IDE inh	CRFBP-R2 block	CHRM5 PAM	M4 ag	CHRM5 agonist	CHRM5 antagonist	CRFBP-R2 agonist	M4 antag	CHRM4 PAM
O=C(Nc1cc(Cl)cc(Cl)c1)N1CCCN(Cc2ccccc2)CC1	3	-11	1	4	-7	-5	-0.6	0	-7
COc1ccc(N2C(=O)NC(NS(=O)(=O)c3ccc(Cl)cc3)(C(F)(F)F)C2=O)cc1 (stereo unspecified)	-10	2	2	1	-3	4	-1.4	11	-3
O=C1c2ccccc2C(Nc2ccc(F)c(Cl)c2)N1Cc1ccco1 (stereo unspecified)	3	-21	-5	3	1	12	5.0	3	-1
Clc1ccc(-c2csc(N3CCC(c4ccccc4)C3)n2)cc1 (stereo unspecified)	2	-19	6	1	-1	-10	1.1	-13	11

(next part)
SMILES	IDE inh	CRFBP-R2 block	CHRM5 PAM	M4 ag	CHRM5 agonist	CHRM5 antagonist	CRFBP-R2 agonist	M4 antag	CHRM4 PAM
CN(CC(=O)Nc1c(Cl)cccc1Cl)C(=O)CNC(=O)c1sc2ccccc2c1Cl	.	5	-1	1	5	-3	0.7	-12	4
CCOC(=O)C1CC2=C(CC(C)(C)CC2=O)N(CCOC)C1=O (stereo unspecified)	.	10	-2	0	1	2	-1.9	7	-4
Cc1ccc(C2(C)NC(=O)N(CC(=O)N(C)CC(=O)Nc3cccc4ccccc34)C2=O)cc1 (stereo unspecified)	1	-9	-1	2	6	4	-0.9	-6	-3
O=c1c2ccccc2oc2cc(C#Cc3ccccn3)ccc12	7	-1	6	1	-3	2	0.0	0	3
CCCCn1c(N)c(N(CCOC)C(=O)c2cnccn2)c(=O)[nH]c1=O	5	3	2	0	2	0	-0.7	3	-4
Cc1ccc(N=C2NC(=O)/C(=C/c3cccn3C)S2)c(C)c1	-3	-9	-5	0	0	11	-0.5	-14	4
COC(=O)C1CCN(C(=O)C2CCCCC2)CC1	-2	-5	0	0	1	-4	-0.4	4	2
CCOC(=O)N1CCN(C(=O)CNC2CCCCCCC2)CC1	0	4	2	0	-10	-3	-0.5	2	-21
O=C(O)c1cc(NN=Nc2cccc(S(=O)(=O)O)c2)cc([N+](=O)[O-])c1	-4	6	-4	0	-4	4	-4.2	-13	-7
Cc1ccc2c(c1)c1nnc(SCC(=O)Nc3cccc(Cl)c3C)nc1n2CC(=O)O	1	15	3	1	2	-5	-1.8	0	-4
CCC(C)NC(=O)C(=O)NCC1CCCN1CC (stereo unspecified)	7	8	-4	4	0	10	-0.3	-8	-6
CN(C)c1cccc(C(=O)NC2CCCCCC2)c1	6	5	3	0	-9	-11	-0.3	-4	4

Individual results from the results shown.
CHRM4 PAM result of O=C1/C(=N\S(=O)(=O)c2cccs2)C([n+]2cccc(Cc3ccccc3)c2)=C([O-])c2ccccc21 : -6
CRFBP-R2 agonist result of CCOC(=O)CNC(=O)C1(NC(=O)CNC(=O)OCc2ccccc2)CCCC1 : -2.0
M4 antag result of Cc1ccc(/C(N)=N/OC(=O)N2c3ccccc3Sc3ccccc32)cc1 : -4

Two entries from above, with each value named.
O=C1/C(=N\S(=O)(=O)c2cccs2)C([n+]2cccc(Cc3ccccc3)c2)=C([O-])c2ccccc21
- IDE inh: -11
- CRFBP-R2 block: -62
- CHRM5 PAM: 11
- M4 ag: 0
- CHRM5 agonist: 4
- CHRM5 antagonist: -10
- CRFBP-R2 agonist: 62*
- M4 antag: 1
- CHRM4 PAM: -6
CCOC(=O)CNC(=O)C1(NC(=O)CNC(=O)OCc2ccccc2)CCCC1
- IDE inh: .
- CRFBP-R2 block: 4
- CHRM5 PAM: 1
- M4 ag: 1
- CHRM5 agonist: 1
- CHRM5 antagonist: 12
- CRFBP-R2 agonist: -2.0
- M4 antag: -9
- CHRM4 PAM: 3

Following part.
SMILES	IDE inh	CRFBP-R2 block	CHRM5 PAM	M4 ag	CHRM5 agonist	CHRM5 antagonist	CRFBP-R2 agonist	M4 antag	CHRM4 PAM
O=C(CCl)Nc1ccc(-c2ccccc2)cc1	6	-8	1	0	-5	12	-1.9	6	-6
Cc1sc(NC(=O)CCS(=O)(=O)c2ccccc2)c(C#N)c1C	2	8	5	1	-3	-3	-3.8	6	4
COc1ccc(S(=O)(=O)N(C)CC(=O)NCCC2=CCCCC2)cc1	2	-39	1	1	-4	2	-0.7	6	-2
CCOc1ccc(-n2c(C)nc3cc(C(=O)NCC4CCCO4)ccc32)cc1 (stereo unspecified)	-2	-9	-2	1	-5	5	-2.2	-2	-1
Cc1ccc(S(=O)(=O)Nc2c(C)nn(C)c2C)cc1	1	2	-3	2	2	1	0.7	2	16
CC(=O)Oc1cc(OC(C)=O)c2c(C)cc(=O)oc2c1	0	1	2	0	-1	0	2.9	0	1
CCOCCn1cnc2sc(C(=O)NCC(=O)OCC)c(C)c2c1=O	2	-11	-3	0	0	-6	2.5	2	-4
COc1ccc(OC)c2sc(NC(=O)C3=COCCO3)nc12	8	-1	-2	3	2	-4	-0.3	-8	3
COC(=O)C1=C(C)NC(=O)C1(Nc1ccc(Cl)cn1)C(F)(F)F (stereo unspecified)	0	19	2	1	0	1	-0.8	1	3
COc1ccc2[nH]c(C(=O)N3CCN(c4ccccc4F)CC3)c(C)c2c1	1	-4	-3	1	-1	13	-1.3	-1	0
COc1ccccc1C(=O)N/C(N)=N/c1nc2ccccc2o1	3	4	-5	1	0	0	0.3	8	-3
COCCn1c(C)cc(C(=O)COC(=O)c2ccc(Br)o2)c1C	10	-6	9	2	3	-12	0.2	-4	7
Cc1ccc(CS(=O)(=O)CCC(=O)NCc2ccc(F)cc2)cc1	2	19	11	0	-3	-18	-2.9	-4	1
Cc1ccc(S(=O)(=O)c2cccc(S(=O)(=O)N3CCOCC3)c2)cc1S(=O)(=O)N1CCOCC1	0	1	8	1	-10	-1	0.4	1	0
COc1ccc(C2(c3ccc(OC)cc3)NC(=O)N(CC(=O)NC3CCS(=O)(=O)C3)C2=O)cc1 (stereo unspecified)	0	0	8	1	1	12	-0.3	-6	5
CCOc1ccc(S(=O)(=O)Nc2nc3ccccc3nc2Nc2ccc(N3CCOCC3)cc2)cc1	5	-26	-5	2	2	6	77*	-10	-3
COc1ccc(COC(=O)C2=C(C)NC(=O)NC2c2ccc(O)cc2)cc1 (stereo unspecified)	4	7	-3	2	3	-21	2.4	-9	7
CC(C)OC(=O)CSc1nnc(-c2cnccn2)n1Cc1ccco1	5	2	1	2	1	-2	-0.4	4	-4
Cc1cc(CSCc2ccc(Cl)cc2)no1	0	20	-3	-1	-5	9	-1.4	-8	11
CCOC(=O)Cn1nc(-c2ccccc2)nc1-c1ccccc1	4	-4	-4	2	-4	1	0.1	-1	-7
NC(=O)/C(=N\OC(=O)c1ccco1)c1nc(-c2ccc(Br)cc2)cs1	3	-39	-1	-3	-6	0	-2.8	-7	3
COc1ccc(C(=O)Nc2ccccc2C(=O)NCc2ccco2)cc1OC	-1	-17	-9	16	2	14	1.0	10	-19
O=C(O)[C@@H]1Cc2ccccc2N1	0	-8	-3	3	1	18	1.9	0	-9
Cc1ccccc1OCC(=O)NCCCNC(=O)c1ccco1	0	1	1	2	0	-1	2.6	7	-7
O=C(NC1CCCC1)C1CCN(C(=O)NCc2ccccc2)CC1	-3	-5	14	1	3	-1	-0.2	2	1
CCOc1ccc(/C=N/N2C(C)CCCC2C)cc1OC (stereo unspecified)	3	-12	1	1	-2	8	4.6	-3	-2
[O-]/C(=C(\C(=S)NCc1ccc2c(c1)OCO2)[n+]1ccccc1)c1ccc(Cl)s1	2	-7	-11	0	-10	13	0.7	0	-17
CCNS(=O)(=O)c1ccc(NC(=O)c2c(-c3ccccc3)noc2C)cc1	0	8	-3	1	0	-5	0.5	-5	0
Cc1[nH]c2ccc(S(N)(=O)=O)cc2c1C	-2	10	-6	0	-4	2	1.7	5	5
CC(C)C(OC(=O)c1cccs1)C(=O)NCc1ccco1 (stereo unspecified)	5	27	-2	0	1	-5	-1.8	7	-5
O=C(CS(=O)(=O)c1ccc(F)cc1)Nc1nccs1	-3	0	-1	0	5	-4	0.3	6	0
COc1cc(CN(C)c2ccc(S(=O)(=O)N3CCCC3)cn2)ccc1OC(F)F	.	2	-25	10	-4	11	4.9	4	-14
Cc1nn(CC2CC2)c(=O)n1-c1ccc(Cl)cc1	-1	2	5	0	3	-1	-3.1	1	12
CCOC(=O)c1cc(CC)sc1NC(=O)COC(=O)c1ccccn1	9	5	2	1	4	3	-1.4	-11	11
COc1ccc(C(=O)NCCCn2ccnc2)cc1[N+](=O)[O-]	-8	-18	18	1	-4	-1	0.4	-12	-12
CC(=O)NC1(C(F)(F)F)C(=O)N(Cc2ccccc2)C2=C1C(=O)CC(C)(C)C2 (stereo unspecified)	3	10	2	2	1	-1	0.9	-4	10
